L3MBTL1 inh – L3MBTL1 (human) inhibition | Q9Y468 | AlphaScreen L3MBTL1–H3K9me1 peptide binding | Potency, µM (top dose mostly 57.1 µM), for the others: top-dose activity, negative = inhibition, usual class: inhibitors | 230,000 tested, 0.66% active; active = well fitted inhibition curve with a large enough effect; inconclusive = small, poorly fitted or top-dose-only effect; inactive = no such curve, though single readings can be large or run the other way; note: nearly all actives have a fitted effect of over 60% in size
Target sequence (Q9Y468 whole entry, looked up): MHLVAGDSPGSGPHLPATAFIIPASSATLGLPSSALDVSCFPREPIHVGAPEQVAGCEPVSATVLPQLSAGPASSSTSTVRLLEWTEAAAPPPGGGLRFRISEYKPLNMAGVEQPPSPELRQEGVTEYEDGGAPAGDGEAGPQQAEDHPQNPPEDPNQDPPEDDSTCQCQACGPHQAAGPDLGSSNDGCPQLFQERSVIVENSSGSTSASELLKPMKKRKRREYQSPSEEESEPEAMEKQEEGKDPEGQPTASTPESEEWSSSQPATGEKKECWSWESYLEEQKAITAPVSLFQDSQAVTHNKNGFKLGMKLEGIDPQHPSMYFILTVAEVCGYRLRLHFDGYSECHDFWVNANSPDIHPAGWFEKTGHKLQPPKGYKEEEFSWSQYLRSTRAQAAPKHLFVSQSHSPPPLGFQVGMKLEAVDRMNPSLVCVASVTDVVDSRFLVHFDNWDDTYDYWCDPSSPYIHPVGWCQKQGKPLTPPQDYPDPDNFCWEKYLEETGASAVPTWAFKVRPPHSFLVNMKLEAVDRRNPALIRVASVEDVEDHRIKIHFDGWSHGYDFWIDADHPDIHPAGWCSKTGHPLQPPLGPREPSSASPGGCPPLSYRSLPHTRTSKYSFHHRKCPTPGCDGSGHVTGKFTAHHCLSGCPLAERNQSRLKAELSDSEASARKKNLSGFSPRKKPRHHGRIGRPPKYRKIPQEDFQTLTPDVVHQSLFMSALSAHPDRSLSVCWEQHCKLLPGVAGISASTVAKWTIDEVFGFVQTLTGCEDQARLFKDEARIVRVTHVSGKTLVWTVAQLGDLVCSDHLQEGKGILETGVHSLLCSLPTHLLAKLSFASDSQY
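AlphaScreen proximity signal between nickel-chelate acceptor and streptavidin donor beads (final 10 ug/mL) reports binding of 50 nM L3MBTL1 to 75 nM biotin-H3 K9me1 peptide; complex incubated with compounds 30 min at room temperature; cefsulodin titration as control.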
Active calls of the source: *; ? = inconclusive; [ ] = dose if it differs, or a comment. % is set by controls: 0 for no effect and ±100 for the full control effect; potency is the fitted concentration of half-maximal effect. Not all compounds are listed; rates above refer to the full screens.

L3MBTL1 inh | Molecule
1% | CC(C)NC(=O)Nc1ccc2c(c1)C(=O)N([C@@H](C)CO)C[C@@H](C)[C@@H](CN(C)S(=O)(=O)c1ccc(F)cc1)O2
0% | CCc1ccccc1NC(=O)CNC(=O)c1ccc(-n2cncn2)c([N+](=O)[O-])c1
9% | C=CCC[C@@H](Cc1ccc(F)cc1)C(=O)OC[C@@H](Cc1c[nH]c2ccccc12)NC(=O)[C@@H](CC=C)CC(=O)N[C@H](CO)Cc1ccccc1
-6% | CCCCOCCCNC(=O)C1c2ccccc2Oc2ccccc21
6% | COc1ccc([C@H]2CC(=O)C=C(c3cccc(CO)c3)C2)cc1OC
7% | Cc1noc(C)c1S(=O)(=O)N(C)C[C@H]1Oc2ccc(NC(=O)CCC(F)(F)F)cc2C(=O)N([C@H](C)CO)C[C@@H]1C
1% | O=C(Nc1ccc2ncccc2c1)c1ccccc1
-5% | C[C@H]1CN([C@@H](C)CO)C(=O)c2cc(NS(=O)(=O)c3ccc(Cl)cc3)ccc2O[C@@H]1CN(C)CC1CCCCC1
-9% | Cc1ccc(C(=O)N2CCN(c3ccc(C(F)(F)F)cn3)CC2)o1
-20% | C[C@@H]1CN([C@H](C)CO)C(=O)c2cc(NC(=O)Cc3ccccc3)ccc2O[C@H]1CN(C)Cc1ccc(Oc2ccccc2)cc1
? | CCOc1cc(NC(=O)c2ccccc2C(=O)O)c(OCC)cc1NC(=O)c1ccccc1F
-3% | COc1ccc(C(=O)Nc2ccc3nc(N4CCOCC4)sc3c2)cc1OC
2% | [O-]/[N+](=C\c1ccccc1)c1ccccc1
2% | Cc1ccc(S(=O)(=O)N2[C@@H](c3ccc(Cl)c(Cl)c3)C(C(=O)O)=C[C@H]2C(C)(C)C)cc1
3% | CN(C)S(=O)(=O)c1ccc(S(=O)(=O)NCc2ccc3c(c2)OCO3)cc1
9% | Cc1c(Cl)cccc1NC(=O)COC(=O)Cc1ccsc1
6% | COc1cc(N2N=C(c3ccccc3)CC2c2ccccc2)c(C=O)cc1C=O (centres undefined)
1% | COc1ccc(N(CC(=O)NC2CCS(=O)(=O)C2)S(=O)(=O)c2ccc(Cl)c(Cl)c2)cc1 (centres undefined)
-2% | CCN(CC)C(=O)[C@H]1C[C@H](CC(=O)NC/C=C(\C)CCC=C(C)C)C(=O)N2CCc3c([nH]c4ccc(Cl)cc34)[C@]12C
-4% | CC1CCCN(C(=O)C(=O)Nc2ccc3nc4n(c(=O)c3c2)CCCCC4)C1 (centres undefined)
2% | CC1(C)Cc2cccc(OCC(=O)NCc3ccc(F)cc3)c2O1
-10% | O=C(OCc1nnc(-c2ccccc2)o1)C1CCN(C(=O)c2ccc(Cl)cc2)CC1
0% | Cc1ccc(S(=O)(=O)N(C)c2ccc(OCC(=O)Nc3ccc(C(=O)N(C)C)cc3)cc2)cc1C
2% | Cc1cnc(C(=O)OCC(=O)Nc2ccc3c(c2)OCCO3)cn1
0% | Cc1ccc(NC(=O)CN(C)C(=O)c2cccc(S(=O)(=O)N3CCc4ccccc43)c2)cc1

Shown bar-delimited: 5 of the compounds above
molecule | L3MBTL1 inh
C[C@H]1CN([C@@H](C)CO)C(=O)c2cc(NS(=O)(=O)c3ccc(Cl)cc3)ccc2O[C@@H]1CN(C)CC1CCCCC1 | -5%
Cc1ccc(C(=O)N2CCN(c3ccc(C(F)(F)F)cn3)CC2)o1 | -9%
C[C@@H]1CN([C@H](C)CO)C(=O)c2cc(NC(=O)Cc3ccccc3)ccc2O[C@H]1CN(C)Cc1ccc(Oc2ccccc2)cc1 | -20%
CCOc1cc(NC(=O)c2ccccc2C(=O)O)c(OCC)cc1NC(=O)c1ccccc1F | ?
COc1ccc(C(=O)Nc2ccc3nc(N4CCOCC4)sc3c2)cc1OC | -3%

The results go on.
L3MBTL1 inh | Molecule
-1% | C#CCOCCOCCOCCNc1nc(N2CCN(C(=O)C([C@@H](C)O)n3cc([C@@H](N)CCCCN)nn3)CC2)nc(N2CCN(C(=O)[C@H](CC(N)=O)n3cc([C@@H](N)C(C)C)nn3)CC2)n1 (some centres undefined)
33%[activator] | Cc1ccc(N(C)S(=O)(=O)c2cccc(C(=O)NCCCN3CCCC3=O)c2)cc1
7% | C[C@H](/C=C/[C@@]1(O)[C@H](C)C[C@H](O)CC1(C)C)O[C@@H]1O[C@H](CO)[C@@H](O)[C@H](O)[C@H]1O
20µM* | CC[C@]12c3[nH]c4cc(-c5ccco5)ccc4c3CCN1C(=O)[C@@H](CC(=O)NCCC1=CCCCC1)C[C@@H]2C(=O)N1CCN(C(=O)c2ccco2)CC1
1% | COc1cc(CN2CCC(C(=O)NCC(C)(C)CN(C)C)CC2)ccc1OCc1ccccc1
0% | C=C[C@@H]1c2c(F)cccc2N(S(=O)(=O)c2ccc(C)cc2)[C@H](c2ccc(C(=O)OC)cc2)C1(C#N)C#N
-5% | COc1ccc2[nH]c3c(c2c1)CCN1C(=O)C(CC(=O)NCc2ccco2)C[C@H](C(=O)N2CCOCC2)[C@@]31C (some centres undefined)
2% | COC(=O)c1ccc2c(=O)[nH]c(COC(=O)c3[nH]c(C)c(C(C)=O)c3C)nc2c1
-2% | CCc1ccc2[nH]c3nc(N/N=C/c4cccc(O)c4)nnc3c2c1
? | Cc1ccc(NC(=O)Cn2ncc(Cl)c(Cl)c2=O)cc1S(=O)(=O)N1CCCCC1
8% | Cc1cccc(C(=O)NCCC(=O)NCc2ccccc2F)c1
-2% | CC(=O)NC(CC(=O)Nc1cc(Cl)ccc1-n1cncn1)c1ccccc1 (centres undefined)
0% | CCN(Cc1nc2cc(Cl)ccc2c(=O)[nH]1)C(=O)CN1C(=O)NC2(CCCCC2C)C1=O (centres undefined)
-1% | COC(=O)[C@]1(Cc2ccccc2)N[C@H](CN(C)C(=O)Nc2ccc(Cl)cc2)[C@@H]2C(=O)N(Cc3ccccc3)C(=O)[C@@H]21
5% | Cc1ccnc(NS(=O)(=O)c2ccc(NC(=O)c3ccc(Cl)cc3[N+](=O)[O-])cc2)n1
5% | Cc1ccnc2nc(C(=O)OCC(=O)N(Cc3ccccc3)C(C)(C)C)nn12
6% | COc1ccc(CCNC(=S)N2CCN(S(=O)(=O)c3ccc(C)cc3)CC2)cc1
-9% | COc1ccccc1C(=O)NC(=O)COC(=O)c1ccc(C)o1
-11% | CN1CCC(N(C)S(=O)(=O)c2ccc(NC(=O)COc3cccc(C(F)(F)F)c3)cc2)CC1
-1% | C=CC[C@@H](CC(=O)N[C@H](CO)Cc1ccccc1)C(=O)N[C@H](COC(=O)[C@@H](CC=C)CC(=O)OC(C)(C)C)Cc1ccccc1
5% | Cc1cc(C)c(NC(=O)COC(=O)C2CCCCC2)c(C)c1
4% | Cc1ccc(CN2CCSCC2)cc1
-6% | O=C(COC(=O)c1ccc2ncsc2c1)Nc1ccccc1Cl
-2% | NS(=O)(=O)c1cccc(NC(=O)COC(=O)c2ccccc2SCC(=O)N2CCCC2)c1
-8% | O=C(C#Cc1ccccc1)NCc1ccccc1F
-4% | CC(NCC(=O)Nc1ccccc1C(=O)NC1CC1)c1cccc(C(F)(F)F)c1 (centres undefined)
10% | Cc1ccc(-c2csc(NC(=O)C3CSC4(C)CCC(=O)N34)n2)cc1 (centres undefined)
6% | CCOc1ccc(OCC(=O)OCC(=O)Nc2ccc3[nH]c(=O)[nH]c3c2)cc1
1% | Cn1nccc1C(=O)OCC(=O)Nc1cccc(Cl)c1
-1% | CCc1nc(C)cn1S(=O)(=O)c1ccc(Br)cc1
4% | CC(C)(C)OC(=O)N[C@@H](COCc1ccccc1)C(=O)N[C@@H](CO)[C@H](O)[C@@H]1C[C@@H]1C(=O)NC1CC1
-22% | O=C(COC(=O)C1CC(O)CN1S(=O)(=O)c1ccccc1[N+](=O)[O-])c1ccc[nH]1 (centres undefined)
-2% | Cc1cccc(-c2nc(CS(=O)CC(=O)NC3CCCC(C)C3C)c(C)o2)c1 (centres undefined)
4% | CC(=O)N1CCN(C(=O)c2ccc(S(=O)(=O)Nc3ccccc3F)cc2)CC1
8% | CCCCCCCNC(=O)C1(CC2CC(c3cccc(Br)c3)=NO2)CCN(C(=O)OC(C)(C)C)CC1 (centres undefined)
-6% | O=C(CNC(=O)c1ccccc1Cl)Nc1ccncc1
6% | O=C(COc1ccc(Cl)cc1)NCc1ccc(F)cc1
6%[2.29 µM] | CN1C(=O)c2ccccc2N(C)C1c1cccc(O)c1 (centres undefined)
0% | CC1CCN(C(=O)CN2C(=O)NC3(CCCCCC3)C2=O)CC1
31%[activator] | COC(=O)c1c(C)[nH]c(C(=O)C(C)OC(=O)c2c(C)noc2C)c1C (centres undefined)
3% | CCn1c(=O)n(CC)c2cc(NC(=O)C(C)c3ccccc3)c(Br)cc21 (centres undefined)
2% | CCOc1ccc(NS(=O)(=O)c2ccc(Cl)c(C(=O)N(C)Cc3cccnc3)c2)cc1
5% | CC[C@@H]1C=C(C(=O)O)[C@H](c2cccc(C)c2)N1S(=O)(=O)c1ccc(C)cc1
1% | Cc1ccc(-c2ccc(C#N)c(=O)n2CC(=O)N(C)C)cc1
-1% | O=C(CCNC(=O)c1ccc(Cl)cc1)NNC(=O)c1ccc(F)cc1
2% | Cc1noc(C)c1NC(=O)N(C)C[C@H]1Oc2ccc(NC(=O)Nc3ccccc3)cc2C(=O)N([C@H](C)CO)C[C@@H]1C
-3%[2.29 µM] | CN(Cc1ccccc1)C(=O)CCC1CCN(C(=O)CCC(F)(F)F)CC1
0% | O=C(COC(=O)CCC(=O)c1cccs1)Nc1ccccc1C(F)(F)F
1% | O=C(NC1CC(=O)N(c2cccc(F)c2)C1)C(=O)c1c[nH]c2ccccc12 (centres undefined)
5% | N#Cc1ccc(CN2CCN(C(=O)C3CC(=O)N(c4ccccc4F)C3)CC2)cc1 (centres undefined)

(more compounds)
L3MBTL1 inh | Molecule
-3% | Cc1c(C)c2c(OCC(=O)NCc3ccncc3)cc3c(c2oc1=O)CCC(C)(C)O3
0% | O=C(NCc1ccccc1C(F)(F)F)C1CC(O)CN1C(=O)Nc1ccccc1 (centres undefined)
4% | CCCCn1c(N)c(N(CC(C)C)C(=O)c2ccc(S(=O)(=O)N3CCC(C)CC3)cc2)c(=O)[nH]c1=O
-24% | O=C1c2ccc(Cl)cc2S(=O)(=O)c2cccc(C(=O)N3CCC(Cc4ccccc4)CC3)c21
7% | Cn1c(N)c(C(=O)COC(=O)c2cc3ccccc3cc2O)c(=O)n(C)c1=O
-5% | O=[N+]([O-])c1ccc(Cl)c(S(=O)(=O)Nc2ccc(-c3ccc(N4CCOCC4)nn3)cc2)c1
-22% | Cc1cc(C(=O)C(C)OC(=O)c2cnccn2)c(C)n1-c1ccccc1 (centres undefined)
6% | Cc1ccc(C)c(OCCC(=O)OCC(=O)NCc2ccccc2)c1
3% | O=C1NC[C@H](CC2CCCCC2)N(CCc2cccc(F)c2)C1=O
3% | Cc1cccc(NS(=O)(=O)c2cccc(C(=O)NCCCN3CCCC3=O)c2)c1
0% | CC(C)c1ccc(-c2nn(-c3ccccc3)cc2C(=O)NCC2CCCO2)cc1 (centres undefined)
6% | CC(C)CNC(=S)N(CCN(C)C)Cc1cc2cc3c(cc2[nH]c1=O)OCCO3
-4% | O=C(Nc1ccc(CN2CCOCC2)cc1)c1cc(Cl)ccc1Cl
0% | O=C(NCC(c1ccco1)N1CCc2ccccc2C1)C(=O)Nc1ccc(F)cc1F (centres undefined)
1% | O=C(CC1CCCCC1)NCCS(=O)(=O)N1CCN(c2ccccc2)CC1
-4% | CSc1ccccc1NC(=O)CN(C)C(=O)Cc1c[nH]c2ccccc12
-9% | CCOc1cc(-c2n[nH]c(=S)n2Cc2ccccc2)ccc1OC(F)F
2% | CCC(=O)c1ccc(OCC(=O)NCC2COc3ccccc3O2)cc1 (centres undefined)
2% | O=C(CSc1n[nH]c(-c2ccncc2)n1)Nc1ccccc1Cl
6% | Cc1noc(C)c1C(=O)N(C)CC(=O)Nc1ccc(F)c(F)c1F
-4% | COC(=O)c1ccc(CNC(=O)c2ccc(S(=O)(=O)N3CCCCCC3)cc2)cc1
? | O=C(COC(=O)C1CC1)Nc1ncc(Cl)cc1Cl
-2% | CCOC(=O)[C@H]1[C@H]2COc3ccccc3[C@@H]2N2C(=O)c3ccc(Cl)cc3NC(=O)[C@@]12C
53%[activator] | Cc1ccc2c(c1)C1(OCCCO1)C(=O)N2CC#N
1% | O=C(CCl)N1CCN(S(=O)(=O)c2ccc3c(c2)OCCCO3)CC1
-5% | CCc1ccc(OCC(=O)NNCC(=O)Nc2ccc(OC)cc2)cc1
-2% | CC(C)(C)N(Cc1ccccc1)C(=O)COC(=O)CNS(=O)(=O)c1ccc2ccccc2c1
-6% | O=C(Nc1ncc([N+](=O)[O-])s1)c1ccccc1Br
52%[activator] | COC(=O)C1=CN(Cc2ccc(OC)c(OC)c2)C=C(C(=O)OC)C1c1cccc(F)c1
-3% | c1ccc(-c2sc3ccccc3c2-c2ccc(OCCN3CCCC3)cc2)cc1
-13% | COc1ccc([C@H]2CC(=O)C=C(c3ccc(-c4ccccc4)cc3)C2)cc1OC
5% | CC[C@@]12C(=O)N(c3cccc(F)c3)C(=O)N1[C@H](c1ccc(F)cc1)[C@@H]1C(=O)N(C3CCCCC3)C(=O)[C@@H]12
0% | O=C(Nc1ccc(F)c(S(=O)(=O)N2CCOCC2)c1)C1CCCCC1
-2% | COc1ccc(N2CCN(C(=O)c3cn(Cc4ccccc4)nc3-c3cccnc3)CC2)cc1

Rewritten as a markdown table: part of the list above.
| smiles | L3MBTL1 inh |
| --- | --- |
| COC(=O)c1c(C)[nH]c(C(=O)C(C)OC(=O)c2c(C)noc2C)c1C (centres undefined) | 31%[activator] |
| O=C(CCl)N1CCN(S(=O)(=O)c2ccc3c(c2)OCCCO3)CC1 | 1% |
| Cc1ccnc(NS(=O)(=O)c2ccc(NC(=O)c3ccc(Cl)cc3[N+](=O)[O-])cc2)n1 | 5% |
| COc1ccc(N(CC(=O)NC2CCS(=O)(=O)C2)S(=O)(=O)c2ccc(Cl)c(Cl)c2)cc1 (centres undefined) | 1% |

Screens as filed in PubChem BioAssay.
